Source: PubChem BioAssay (several laboratories)
MsrA act = bovine MsrA enzyme activators, primary screen, biochemical, absorbance, HTS; Methionine sulfoxide reductase A (Bos taurus); purified bovine MsrA, absorbance read-out; activation, % at 10.6 µM; hit rate 0.3% among 360,000; in the data active means activation above about 7.5%;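 further: 0% = vehicle and 100% = reference activator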
FAS TE block = FAS thioesterase domain inhibitors, primary screen, biochemical, fluorescence intensity, uHTS. Fatty acid synthase (Homo sapiens), P49327. recombinant FAS-TE, OMFH fluorogenic substrate, fluorescence endpoint. inhibition, % at 15 µM. hit rate 0.67% among 360,000;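 active means compounds whose normalised, plate-corrected inhibition of enzyme fluorescence in the single-dose primary screen is 50% or more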;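 further: 0% = DMSO with enzyme and 100% = substrate without enzyme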
eLon inh = inhibitors of E. coli Lon protease, primary screen, biochemical, fluorescence polarization. P0A9M0. purified E. coli Lon protease. inhibition, % at 7.94 µM. hit rate 0.42% among 360,000; in the data active means inhibition above about 13%, passing the limit was not always enough;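 further: 0% = enzyme with probe and DMSO and 100% = no enzyme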
SKN-1 block = suppressors of acrylamide-induced Pgst-4::GFP reporter in worms, primary screen, SKN-1 inhibitor project, whole organism, uHTS, GFP/RFP fluorescence ratio, strain VP596 | C. elegans VP596 Pgst-4::GFP/RFP ratio, 24 h | inhibition, % at 21.8 µM | hit rate 0.49% among 360,000;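 active means interference check ratio from 0.5 to 1.5 plus GFP to RFP signal ratio inhibition reaching or exceeding a fixed threshold, cut at about 30% in these data, passing the limit was not always enough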; further: some compounds called inactive have numbers as strong as hits
Neddylation inh = inhibitors of cullin neddylation, primary screen, biochemical, TR-FRET, uHTS, NAE and Ubc12; NEDD8-conjugating enzyme Ubc12 (Homo sapiens) + NEDD8-activating enzyme E1 regulatory …; calls only at 25 µM; hit rate 0.58% among 360,000; AID 651699, 2012; in the data active means inhibition above about 36%
Target sequence (P61081 whole entry, looked up): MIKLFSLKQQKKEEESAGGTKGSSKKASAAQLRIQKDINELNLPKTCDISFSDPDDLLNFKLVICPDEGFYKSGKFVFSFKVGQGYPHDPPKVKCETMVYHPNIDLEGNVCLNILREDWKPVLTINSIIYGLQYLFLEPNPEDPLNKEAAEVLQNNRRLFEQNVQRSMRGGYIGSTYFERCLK
Target sequence (Q13564 whole entry, looked up): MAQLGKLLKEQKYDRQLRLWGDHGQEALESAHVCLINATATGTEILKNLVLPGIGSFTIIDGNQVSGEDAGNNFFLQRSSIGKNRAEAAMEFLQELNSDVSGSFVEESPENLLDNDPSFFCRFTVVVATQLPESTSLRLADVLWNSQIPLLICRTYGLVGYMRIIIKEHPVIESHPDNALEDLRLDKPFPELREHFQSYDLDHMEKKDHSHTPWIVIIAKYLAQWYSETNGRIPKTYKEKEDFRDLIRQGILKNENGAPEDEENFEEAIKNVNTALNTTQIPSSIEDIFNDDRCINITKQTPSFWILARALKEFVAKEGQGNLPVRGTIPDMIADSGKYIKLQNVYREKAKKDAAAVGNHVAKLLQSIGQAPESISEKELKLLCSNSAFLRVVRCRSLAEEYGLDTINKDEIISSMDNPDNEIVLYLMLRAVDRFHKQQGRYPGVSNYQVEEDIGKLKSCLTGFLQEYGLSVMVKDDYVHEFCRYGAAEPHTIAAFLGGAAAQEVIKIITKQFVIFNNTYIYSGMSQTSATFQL
MT1-MMP act inh = blockers of MT1-MMP proenzyme processing, primary screen, HT1080 RFP-PRO-GFP cells, GFP/RFP fluorescence | Matrix metalloproteinase-14 (Homo sapiens), P50281 | GFP/RFP ratio change, % at 20 µM | GFP/RFP ratio fluorescence, overnight; percent of plate control window, DMSO zero | hit rate 0.061% among 360,000;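 active means GFP/RFP ratio change of at least 30% with cell ATP level not reduced by more than half and red fluorescence within 50% of control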; further: strong numbers were not always called active
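Assay system: RFP-PRO-GFP reporter HT1080 cells; read-out basis: GFP/RFP fluorescence ratio; benchmarks: DMSO wells and RFP-L50D-GFP cells; doses: 20 µM single dose, 1% DMSO; schedule: overnight cell settling, then overnight compound exposure, 37 °C, 5% CO2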
NRP1-CendR mod = modulators of CendR peptide binding to NRP-1, primary screen, biochemical, fluorescence polarization, uHTS; FAM-RPARPAR peptide binding to NRP-1; inhibition, % at 25 µM; AID 602438, 2012; Neuropilin-1 (Homo sapiens), O14786; hit rate 0.85% among 360,000;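 active means inhibition or corrected inhibition above about 18%, plus a signal ratio from 0.5 to 1.5, limit read from the data, passing the limit was not always enough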; further: strong numbers were not always called active
MsrA inhibitor = bovine MsrA enzyme inhibitors, primary screen, biochemical, absorbance, HTS | Methionine sulfoxide reductase A (Bos taurus) | purified bovine MsrA, absorbance read-out | inhibition, % at 15.5 µM | hit rate 0.75% among 360,000; in the data active means inhibition above about 4.5%;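 further: 0% = vehicle wells with enzyme and 100% = reference inhibitor wells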
Rin1 Abl inh = inhibitors of Rin1-Abl protein binding, primary screen, biochemical, TR-FRET; Tyrosine-protein kinase ABL1 (Homo sapiens) + Ras and Rab interactor 1 (Homo sapiens), …; inhibition, % at 7.35 µM; hit rate 0.4% among 360,000; in the data active means inhibition above about 5%, passing the limit was not always enough
Starred values were filed as active, the others as inactive; i = inactive; · = no result given; + = active, no number. An excerpt; rates above refer to the full screens.

SMILES	MsrA act	FAS TE block	eLon inh	SKN-1 block	Neddylation inh	MT1-MMP act inh	NRP1-CendR mod	MsrA inhibitor	Rin1 Abl inh
Cc1cc(/C=C2\C(=O)NC(=S)N(C)C2=O)c(C)n1C1CCCCC1	-6	-10	-7	-8	i	6	4	-0.2	-1
CCOC(=O)C1=C(N)Oc2cc(C)oc(=O)c2C12C(=O)N1c3c(cccc32)C(C)CC1(C)C (stereo unspecified)	0	-4	0	-2	i	-5	2	·	-6
CCn1c(O)c(C=Nc2ccc(S(N)(=O)=O)cc2)c(=O)[nH]c1=S	-5	-8	-39	38*	i	19	-30	0.2	-1
CSc1nc(C)c(Br)c(N2CC2)n1	-13	-4	-91	-3	i	·	-11	0.9	-2
CC(C)C1CN1CC(O)Cn1ccnc1[N+](=O)[O-] (stereo unspecified)	3	-1	0	-1	i	-2	6	·	2
CCC(C)C1NC(=O)C2CCCN2C(=O)C(CC(C)C)OC(=O)CCNC(=O)C(C)N(C)C(=O)C(C(C)C)N(C)C1=O (stereo unspecified)	-2	-6	6	0	i	3	3	0.2	-1
O=C(O)C12C3CCCC1C32c1ccccc1 (stereo unspecified)	1	-6	-9	5	i	-2	0	0.5	5
O=C1CC(c2ccccc2)CN1 (stereo unspecified)	-1	-4	-2	-1	i	-1	7	0.0	2
CC(C)CCNC(=O)c1c(N)n(CC2CCCO2)c2nc3ccccc3nc12 (stereo unspecified)	-1	21	6	3	·	0	-5	0.2	8
c1cncc(CNCCN2CCNCC2)c1	-11	-6	-5	9	i	-4	8	0.5	7
O=c1c2ccccc2nc(-c2ccc(Cl)cc2Cl)n1-c1nccs1	-8	7	-6	13	i	-6	4	0.3	1
C=CCNC(=O)c1c(N)n(Cc2ccco2)c2nc3ccccc3nc12	-2	4	-31	10	·	-123	-59	1.1	-2
CC[N+]12CCC(CC1)C(C(O)(c1ccccc1)c1ccccc1)C2 (stereo unspecified)	-4	-8	-1	1	i	-13	11	-0.2	0
Cc1ccc2cccc(OC(=O)N3CCCC3)c2n1	0	-5	-6	19	i	2	14	0.4	-1
COc1ccc(C(=O)C2CCCN(C3CSCCSC3)C2)c(OC)c1 (stereo unspecified)	-2	2	-6	4	i	-1	-4	1.8	1
Cc1ccc2c(c1)C(c1ccccc1)NCC(=O)N2 (stereo unspecified)	3	-3	-5	1	i	1	2	-0.4	3
CCCCn1c(=O)c(C(=O)Nc2ccsc2C(=O)OC)c(O)c2ccccc21	-6	9	-4	-8	i	-17	-15	0.2	2
COP(=O)(OC)C(Nc1ccccn1)c1ccccc1 (stereo unspecified)	-5	0	-13	-17	i	1	-2	1.0	-4
COc1cc(C2c3cc4c(c(O)c3CC3COC(=O)C32)OCO4)cc(OC)c1OC (stereo unspecified)	-6	-4	-6	-2	i	24	13	-0.3	0
CCOC(=O)C1=C(N)Oc2ccccc2C12C(=O)N(CC(=O)OC)C(CC(=O)OC)=C2C(=O)OC (stereo unspecified)	-1	-6	4	5	i	0	-2	0.3	0

Profiles, quoted from the list. Values in the order: MsrA act, FAS TE block, eLon inh, SKN-1 block, Neddylation inh, MT1-MMP act inh, NRP1-CendR mod, MsrA inhibitor, Rin1 Abl inh
Record of `c1cncc(CNCCN2CCNCC2)c1` = -11, -6, -5, 9, i, -4, 8, 0.5, 7
Record of `CC(C)C1CN1CC(O)Cn1ccnc1[N+](=O)[O-]` (stereo unspecified) = 3, -1, 0, -1, i, -2, 6, ·, 2
Record of `Cc1ccc2cccc(OC(=O)N3CCCC3)c2n1` = 0, -5, -6, 19, i, 2, 14, 0.4, -1
Record of `CSc1nc(C)c(Br)c(N2CC2)n1` = -13, -4, -91, -3, i, ·, -11, 0.9, -2

(next part)
SMILES	MsrA act	FAS TE block	eLon inh	SKN-1 block	Neddylation inh	MT1-MMP act inh	NRP1-CendR mod	MsrA inhibitor	Rin1 Abl inh
Cc1cccc(-n2c(O)c(C=NCCCN3CCOCC3)c(=O)[nH]c2=O)c1C	-8	-9	5	-19	i	-4	6	0.4	1
C=CCn1c(O)c(/C=C2\C=Nc3ccccc32)c(=O)[nH]c1=O	-2	-1	-128	23	i	-1	-23	-1.1	1
CN1CCCN(C(=O)COc2ccccc2)CC1	-2	-9	-5	-3	i	1	-11	2.6	1
CC/C(CC(c1ccccc1)c1c(O)c2ccccc2oc1=O)=N\NC(N)=S (stereo unspecified)	-4	-10	1	-6	i	0	-10	0.3	5.9*
CN1CCN(CCC(C#N)(c2ccccc2)c2ccccc2)CC1	-3	-4	6	-12	i	-4	-14	1.9	1
Cc1ccc(C(O)(C(=O)OC(C)C)C(O)c2ccccc2)cc1 (stereo unspecified)	·	·	·	-11	i	2	-6	-0.3	·
N#Cc1ccc(/C=C/C(=O)O)cc1	-8	-2	-1	-8	i	0	4	-0.8	1
O=C1NC(=S)NC(=O)C1Cc1ccccc1	-4	-2	-5	-1	i	-1	11	-1.6	7
CC12CN3CC(C)(CN(C1)C3c1cccs1)C2=O (stereo unspecified)	-4	-5	-9	-4	i	1	2	0.3	-1
CCCc1c(C)nc(SCC(=O)C(C)(C)C)nc1OC(=O)N(C)C	5	-1	-5	11	i	2	8	0.8	3
N#CCCn1cc(C(=O)Nc2ccc([N+](=O)[O-])cc2)c(-c2ccc3c(c2)OCCO3)n1	-4	14	5	9	i	-1	-9	3.9	1
O=[N+]([O-])c1ccc(NCCO)c2ncccc12	-3	0	-2	11	i	7	-6	1.8	-10
Cc1ccsc1C(=O)C1CCCN(Cc2c(C)nn(C(C)C)c2C)C1 (stereo unspecified)	0	-5	-1	-9	i	-12	1	1.1	-1
COc1cc(C)cc2oc(=O)c(CC(=O)N3C[C@H]4C[C@@H](C3)c3cccc(=O)n3C4)c(C)c12	-1	-5	-2	-1	·	-3	1	0.3	-4
COc1ccc(C(=O)OCC2CN2c2cccc([N+](=O)[O-])c2)cc1 (stereo unspecified)	-4	18	-5	-1	i	1	6	-1.1	·
COc1ccc(Cn2c(O)c(/C=N/NC(=O)c3ccncc3)c(=O)[nH]c2=O)cc1	-6	0	-6	16	i	-3	-3	3.6	-1
O=C(C1CCC(=O)N1C1CCCC1)N1CCC2(CC1)OCCO2 (stereo unspecified)	-2	-6	-6	-24	i	2	1	-0.5	0
CC(=O)c1cc(C(C)=O)c(C)[n+](C)c1C	-2	-4	4	-10	i	5	-8	-1.0	-1
Cc1cc(N2CCOCC2)ccc1/C=C1\C(=O)NC(=O)N(c2ccccc2)C1=O	-2	-6	-13	14	i	-3	-2	2.3	1
N#Cc1ccc(NC(=O)CCNC(=O)c2ccco2)cc1Cl	-2	4	-7	20	i	2	-3	0.8	1
CCOP(=S)(OCC)Oc1cc(C)oc(=O)c1Cl	-5	-4	15	2	i	0	3	-0.8	-2
O=C(CNC(=O)c1ccc(Cl)cc1)Nc1ccc(Br)cc1C(=O)c1ccccc1	-11	37	4	3	i	-5	1	0.1	4
CC(=O)Nc1ccc(OCCF)cc1	-13	-7	-1	-4	i	6	26*	0.3	-1
O=C1C2CCCN2C(c2cccnc2)N1c1cccc(Cl)c1 (stereo unspecified)	1	-2	-6	9	i	2	15	0.4	-1
COc1cccc(/C=C2\N=C(c3cncc(Br)c3)OC2=O)c1	-2	-9	-3	10	i	-5	-8	1.2	0
O=c1[nH]c(=O)n(Cc2ccc(F)cc2)c(O)c1C=NCCCO	-8	-6	-3	-18	i	0	-18	1.0	-7
CCc1ccc(N2C(=O)NC(=O)/C(=C\c3cc(C)n(-c4cc(C(=O)O)cc(C(=O)O)c4)c3C)C2=O)cc1	-11	2	-58	4	i	-10	-64	0.5	2
c1ccc(C(CN2CCCCC2)c2ccccc2)cc1	-3	-5	1	-5	i	1	-5	-0.2	2
CCCC1(CCC)C(=O)NC(=NCc2ccccc2)NC1=O	1	-8	-9	1	i	-15	11	0.5	1
CC(C)CN1Cc2cc(-c3cccc(F)c3)ccc2-n2nncc2C1	-7	16	-6	25	i	0	-7	0.8	-1
Cc1cccc(-n2c(O)c(C=Nc3ccc(Br)cn3)c(=O)[nH]c2=O)c1	-4	-2	-29	4	i	-27	13	2.5	0
NC(Cc1ccccc1)c1nn[nH]n1 (stereo unspecified)	-3	-8	-9	3	i	2	-8	-0.2	2
CCC1(c2ccc(-c3ccccc3)cc2)C(=O)NC(=O)NC1=O	-1	-2	-1	25	i	4	13	-1.1	1
COc1ccc2[nH]cc(CCNCc3cccnc3)c2c1	-4	-4	-2	18	i	2	-1	-0.9	0
O=c1[nH]c(O)c(N=Nc2ccc(SC(F)F)cc2)c(=O)[nH]1	-3	-4	-5	-1	i	6	-14	0.1	-4
CCOC(=O)[C@]12Cc3cc(OC)ccc3[C@H]1N(CC(=O)OC)C(=O)c1cc(OC)ccc12	-1	12	4	-5	i	-14	15	-0.5	·
CCNC(=S)N(C)CCc1cc2c(c(OC)c1C=C1C(=O)N(C)C(=O)N(C)C1=O)OCO2	-3	-2	-4	7	i	-4	-9	2.6	1
COc1ccc(CN2C(=O)NC(=O)/C(=C/c3ccc([N+](=O)[O-])s3)C2=O)cc1	-2	7	-215	17	i	-47	-115	0.8	0
OCC1(CO)COC(c2cccnc2)N1 (stereo unspecified)	0	-15	-9	-20	i	18	-4	1.0	0
CCCCn1nnnc1C(c1cccc(OC)c1OC)N1CCC2(CC1)C(=O)NCN2c1ccccc1 (stereo unspecified)	-2	14	-6	-12	i	7	4	-0.2	2
CN1CC[C@@]2(C)c3cc(O)ccc3N(C)C2O1 (stereo partly specified)	-2	-11	20	6	i	8	12	·	2
Cc1cc(/C=C2/C(=O)NC(=O)N(c3ccc(Br)cc3)C2=O)c(C)n1C	-4	-6	-35	9	i	-6	-56	1.4	-2
COc1ccc(Br)cc1CNCCc1ccc2c(c1)OCO2	-2	-3	-9	-4	i	1	6	0.0	-2
CCC1CCC(C)N(N=O)C1 (stereo unspecified)	-2	-7	16	13	i	2	9	0.1	2
O=C1NC(=O)C(=Cc2ccc(N3CCN(C(=O)c4ccccc4)CC3)c([N+](=O)[O-])c2)C(=O)N1	-14	-8	1	5	i	·	-16	1.4	-4
O=C1NC(=O)C(CCc2ccncc2)(C2CCCCC2)C(=O)N1	-3	-12	-4	1	i	0	6	-1.1	-4
O=C1CN=C(c2ccc[nH]2)c2cc(Cl)ccc2N1	-1	-3	-4	11	+	-2	4	0.5	2
O=C(Cc1ccccc1)NC(Oc1ccccc1Cl)C(Cl)(Cl)Cl (stereo unspecified)	-1	24	-13	0	i	0	5	1.0	2
CN1CCC(n2nccc2N)CC1	-2	-6	10	-1	i	2	-2	-0.7	0
COC(=O)C1=C(c2cccc(C#N)c2)C[C@@H]2CC[C@H]1N2C(=O)NCC1CC1	-5	-7	0	1	i	-2	1	1.1	2
Clc1ccccc1NC1=NCCCS1	-1	-4	0	14	i	3	0	-0.5	1
COC(=O)C1=C(c2ccc3ccccc3c2)C[C@@H]2CC[C@H]1N2C(=O)NCC1CC1	1	-7	-4	1	i	2	1	1.2	2
COC(=O)C1=C(c2ccc(OCc3ccccc3)cc2)C[C@@H]2CC[C@H]1N2C(=O)NCc1ccc(N(C)C)cc1	-4	32	3	-1	i	9	5	0.2	4
